# MC4R antag cAMP = MC4R antagonists of cAMP signaling, primary screen, cell-based, TR-FRET, antagonist arm of biased-ligand search; 360,000 tested, 0.48% active; MC4R-expressing cells, MTII-stimulated cAMP, LANCE TR-FRET; AID 540295, 2011; Melanocortin receptor 4 (Homo sapiens), P32245; inhibition, % at 6.5 µM;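 active means inhibition above its plate's cutoff, the mean of tested wells on that plate plus 3 SD, cut at about 29% in these data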;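 further: 0% = Melanotan II alone and 100% = Melanotan II plus saturating MCL0020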
#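 Material – human MC4R-expressing U2OS cells · Repeats – no replicates · Detection – TR-FRET with Eu-cAMP and labeled anti-cAMP, 671 nm · Times – compound 30 min, challenge 1 h, detection 1 h · Compound – single nominal compound dose of 6.5 µM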
# NCOA3 inh = SRC3 coactivator transcriptional activity inhibitors, primary screen, cell-based, luminescence; Nuclear receptor coactivator 3 (Homo sapiens), Q9Y6Q9; HEK293 GAL4-SRC3 luciferase reporter; inhibition, % at 3.6 µM; 360,000 tested, 0.17% active; AID 588352, 2011;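 active means inhibition above a per-campaign cutoff, the mean of all compounds plus 3 SD, cut at about 60% in these data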;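 further: 0% = DMSO-treated cells and 100% = gossypol-treated cells at 36 µM; higher means less SRC3-driven luciferase light from the GAL4 reporter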
# LMP1 NFkB inh = EBV LMP1-driven NF-kappaB luciferase reporter inhibitors, primary screen, cell-based, luminescence, single point; inhibition, % at 12.5 µM; LMP1-induced NF-kappaB luciferase reporter cells; AID 504558, 2011; 350,000 tested, 0.69% active; in the data active means inhibition above about 41%;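 further: 0% = neutral control wells and 100% = reference inhibitor control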
# NR2F2 inh = NR2F2 transcriptional activity inhibitors, primary screen, cell-based, luciferase reporter, HEK293T, luminescence; COUP transcription factor 2 (Homo sapiens), P24468; HEK293T NGFI-A luciferase reporter; inhibition, % at 8.6 µM; 370,000 tested, 0.7% active; AID 686940, 2013;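 active means inhibition above a per-plate cutoff, mean inhibition of test wells between control levels plus 3 SD, cut at about 38% in these data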;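 further: cells cotransfected with COUP-TFII expression vector driving the NGFI-A reporter; 0% = median of COUP-TF2 test wells and 100% = reporter-only cells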
# NR5A2 inv ag = LRH-1 (NR5A2) inverse agonists, primary screen, cell-based, luminescence, HEK293T, StAR-luciferase reporter. Nuclear receptor subfamily 5 group A member 2 (Homo sapiens), O00482. LRH-1 transfected, 24 h. inhibition, % at 3.6 µM. 360,000 tested, 0.13% active;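 active means inhibition above the mean inhibition of all tested compounds plus 3 SD, cut at about 73% in these data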;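 further: 0% = DMSO wells and 100% = reporter-only cells lacking LRH-1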
# SRC2 inh = inhibition of GAL4-SRC2 driven luciferase reporter, primary screen, SRC2 inhibitor project, cell-based, luminescence. Nuclear receptor coactivator 2 (Homo sapiens), Q15596. HEK293 GAL4-SRC2 luciferase reporter. inhibition, % at 9 µM. 370,000 tested, 0.17% active. AID 651957, 2012;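 active means inhibition above the mean inhibition of all tested compounds plus 3 SD, set per campaign, cut at about 52% in these data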;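 further: 0% = DMSO treated cells and 100% = cells given Gossypol at 36 µM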
# SRC1 inh = SRC1 coactivator transcriptional activity inhibitors, primary screen, cell-based, luminescence; Nuclear receptor coactivator 1 (Homo sapiens), Q15788; HEK293 GAL4-SRC1 luciferase reporter; inhibition, % at 3.6 µM; 360,000 tested, 0.12% active; AID 588354, 2011;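 active means inhibition above the campaign mean plus 3 SD, with each screening campaign given its own cutoff, cut at about 60% in these data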;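 further: 0% = DMSO treated cells and 100% = gossypol at 36 µM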
# ABHD5 PLIN5 PPI = ABHD5-PLIN5 interaction inhibitors, primary screen, cell lysate, split luciferase complementation, luminescence. Perilipin-5 (Homo sapiens) + 1-acylglycerol-3-phosphate O-acyltransferase ABHD5 (Homo …. Split G. princeps luciferase complementation, 4 h. inhibition, % at 4 µM. 360,000 tested, 0.78% active;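 active means inhibition above the mean inhibition across every tested compound plus 3 SD, cut at about 22% in these data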;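 further: 0% = DMSO only wells and the 100% control is not disclosed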
# TLR9-MyD88 block = inhibitors of TLR9-MyD88 association in cells, primary screen, cell-based, CHO, BLA complementation, fluorescence; Toll-like receptor 9 (Homo sapiens) + Myeloid differentiation primary response protein …; CCF4 FRET ratio; inhibition, % at 4.98 µM; 340,000 tested, 0.21% active; AID 504734, 2011;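 active means inhibition above the mean over all tested compounds plus 3 SD, cut at about 21% in these data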;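 further: 0% = DMSO only wells and 100% = clavulanate BLA inhibitor control wells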
# Target sequence (Q99836 whole entry, looked up): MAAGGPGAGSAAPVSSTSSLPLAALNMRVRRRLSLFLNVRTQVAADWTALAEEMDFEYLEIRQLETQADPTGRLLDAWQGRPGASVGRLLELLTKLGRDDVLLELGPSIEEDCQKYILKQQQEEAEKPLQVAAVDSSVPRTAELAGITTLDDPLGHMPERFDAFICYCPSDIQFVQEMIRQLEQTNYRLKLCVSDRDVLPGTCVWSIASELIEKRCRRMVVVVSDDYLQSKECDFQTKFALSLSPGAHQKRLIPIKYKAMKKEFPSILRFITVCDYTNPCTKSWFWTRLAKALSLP
# Target sequence (Q9NR96 whole entry, looked up): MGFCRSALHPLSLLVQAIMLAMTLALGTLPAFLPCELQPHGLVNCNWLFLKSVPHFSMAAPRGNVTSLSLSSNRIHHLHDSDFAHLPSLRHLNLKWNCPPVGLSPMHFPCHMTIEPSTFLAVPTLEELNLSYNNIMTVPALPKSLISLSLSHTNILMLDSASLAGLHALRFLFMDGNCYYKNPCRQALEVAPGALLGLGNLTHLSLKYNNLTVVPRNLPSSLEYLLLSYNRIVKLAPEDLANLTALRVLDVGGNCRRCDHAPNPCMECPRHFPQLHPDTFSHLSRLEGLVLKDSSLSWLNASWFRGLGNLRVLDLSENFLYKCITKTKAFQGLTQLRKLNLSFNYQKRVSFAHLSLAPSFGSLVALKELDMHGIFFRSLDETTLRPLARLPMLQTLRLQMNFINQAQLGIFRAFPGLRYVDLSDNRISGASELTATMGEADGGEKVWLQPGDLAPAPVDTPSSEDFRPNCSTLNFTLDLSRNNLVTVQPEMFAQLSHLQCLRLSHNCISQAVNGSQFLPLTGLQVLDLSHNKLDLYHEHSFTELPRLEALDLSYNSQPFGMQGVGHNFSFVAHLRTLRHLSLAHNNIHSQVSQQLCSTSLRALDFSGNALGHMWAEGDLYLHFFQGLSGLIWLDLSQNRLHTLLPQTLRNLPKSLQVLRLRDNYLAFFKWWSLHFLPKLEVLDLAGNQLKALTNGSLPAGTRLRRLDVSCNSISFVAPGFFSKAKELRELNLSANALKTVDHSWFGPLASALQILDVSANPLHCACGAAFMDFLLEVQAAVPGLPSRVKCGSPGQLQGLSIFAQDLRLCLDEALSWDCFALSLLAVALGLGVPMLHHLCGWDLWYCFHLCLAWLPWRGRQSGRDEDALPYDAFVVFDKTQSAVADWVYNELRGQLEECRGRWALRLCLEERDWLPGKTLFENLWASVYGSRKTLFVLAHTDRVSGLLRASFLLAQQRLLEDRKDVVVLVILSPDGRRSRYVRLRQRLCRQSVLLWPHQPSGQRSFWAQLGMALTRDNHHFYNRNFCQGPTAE
# MC4R barr agon = MC4R agonists recruiting beta-arrestin, primary screen, cell-based, luminescence, agonist arm of biased-ligand search. U2OS MC4R beta-arrestin complementation; percent of melanotan II response, DMSO zero. Melanocortin receptor 4 (Homo sapiens), P32245. 360,000 tested, 0.98% active. activation, % at 8.9 µM;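 active means activation above a per-plate cutoff, the mean activation of sample wells on that plate plus 3 SD, cut at about 8% in these data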
# NOD2 RIPK2 PPI = NOD2-RIPK2 binding disruptors in cells, primary screen, fluorescence, CHO cells, BLA complementation; 360,000 tested, 0.38% active; Receptor-interacting serine/threonine-protein kinase 2 (Homo sapiens), O43353; inhibition, % at 4.98 µM; AID 624267, 2012; CCF4 ratio; in the data active means inhibition above about 21%;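 further: 0% = vehicle only and 100% = reference blocker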
# * hit, by the source's call; · = no result given.
SMILES,MC4R antag cAMP,NCOA3 inh,LMP1 NFkB inh,NR2F2 inh,NR5A2 inv ag,SRC2 inh,SRC1 inh,ABHD5 PLIN5 PPI,TLR9-MyD88 block,MC4R barr agon,NOD2 RIPK2 PPI
Cc1ccc(-n2ncc3c(=O)n(CC(=O)OCc4ccccc4)cnc32)cc1,5,-4,-11,-11,2,3,4,-5,0,0.3,0
CC(=O)N1c2ccc(S(=O)(=O)N(C)CC(=O)NC3CCCC3)cc2CC1C (stereo not given),-2,-4,0,0,11,11,-5,7,1,-1.4,-3
O=C(COC(=O)C1CC1)NCc1ccccc1,3,6,-6,-19,8,-19,12,5,-2,-0.8,-3
Cc1cc(-c2ccccc2)n2nc(N)nc2n1,23,-2,-5,-17,1,-3,-16,2,-11,-1.0,-12
CCCCN1CC(Br)C(=O)NC1=O (stereo not given),13,-14,-2,11,18,-16,-4,-7,-4,-0.9,-6
O=C1C(NS(=O)(=O)c2cccs2)=C(N2CCN(c3ccccc3)CC2)C(=O)c2ccccc21,7,1,-5,-1,-12,-15,-20,-7,-9,0.9,1
ON1C(c2ccccc2C(F)(F)F)N(O)[C@H]2CCCC[C@H]21 (stereo not given in full),5,-6,-1,-4,-22,-16,4,7,0,-0.7,7
OCCN1CCN(c2cc(C(F)(F)F)nc3ccccc23)CC1,-3,25,-8,-15,5,7,18,-3,-2,-0.5,7
COc1ccccc1N(CN1CCCC1=O)C(=O)COc1ccccc1,1,0,1,0,16,10,8,4,-7,-1.5,-10
Cc1ccc(CSC2=NCCN2C(=O)c2ccc(S(=O)(=O)N(C)C)cc2)cc1,7,8,-4,17,1,-13,3,-6,1,-1.9,-11
CN1CC(=O)N(CC(=O)NC2CCCCC2)C1=O,1,-7,10,20,1,-2,-5,-6,-9,-1.0,-15
COC(=O)C1=C(C(=O)OC)[C@@H]2N(Cc3ccccc3)c3ccccc3[C@@]23C[C@@H](C(=O)OC)N(C(=O)c2ccc(Br)cc2)C3=N1,3,-6,1,·,-7,·,-5,-6,5,-1.1,4
CCOc1cccc2c1OC1(CCCCC1)N1N=C(c3cccnc3)CC21 (stereo not given),1,-32,-12,-20,-10,-54,-28,17,1,-1.3,0
COC(=O)C1C(=O)C2=C(CC1C)NC(=O)CC2c1ccccc1 (stereo not given),11,18,7,10,5,5,2,-1,-4,-0.3,8
O=C1/C(=C\c2ccco2)SC(=S)N1c1ccc(O)cc1,7,-2,2,5,20,-3,14,0,4,-0.7,2

# Some of these compounds in order of heavy-atom count, lowest first:
SMILES,MC4R antag cAMP,NCOA3 inh,LMP1 NFkB inh,NR2F2 inh,NR5A2 inv ag,SRC2 inh,SRC1 inh,ABHD5 PLIN5 PPI,TLR9-MyD88 block,MC4R barr agon,NOD2 RIPK2 PPI
CCCCN1CC(Br)C(=O)NC1=O (stereo not given),13,-14,-2,11,18,-16,-4,-7,-4,-0.9,-6
O=C(COC(=O)C1CC1)NCc1ccccc1,3,6,-6,-19,8,-19,12,5,-2,-0.8,-3
CN1CC(=O)N(CC(=O)NC2CCCCC2)C1=O,1,-7,10,20,1,-2,-5,-6,-9,-1.0,-15
O=C1/C(=C\c2ccco2)SC(=S)N1c1ccc(O)cc1,7,-2,2,5,20,-3,14,0,4,-0.7,2
ON1C(c2ccccc2C(F)(F)F)N(O)[C@H]2CCCC[C@H]21 (stereo not given in full),5,-6,-1,-4,-22,-16,4,7,0,-0.7,7
COC(=O)C1C(=O)C2=C(CC1C)NC(=O)CC2c1ccccc1 (stereo not given),11,18,7,10,5,5,2,-1,-4,-0.3,8
COc1ccccc1N(CN1CCCC1=O)C(=O)COc1ccccc1,1,0,1,0,16,10,8,4,-7,-1.5,-10
CC(=O)N1c2ccc(S(=O)(=O)N(C)CC(=O)NC3CCCC3)cc2CC1C (stereo not given),-2,-4,0,0,11,11,-5,7,1,-1.4,-3
Cc1ccc(CSC2=NCCN2C(=O)c2ccc(S(=O)(=O)N(C)C)cc2)cc1,7,8,-4,17,1,-13,3,-6,1,-1.9,-11
O=C1C(NS(=O)(=O)c2cccs2)=C(N2CCN(c3ccccc3)CC2)C(=O)c2ccccc21,7,1,-5,-1,-12,-15,-20,-7,-9,0.9,1
COC(=O)C1=C(C(=O)OC)[C@@H]2N(Cc3ccccc3)c3ccccc3[C@@]23C[C@@H](C(=O)OC)N(C(=O)c2ccc(Br)cc2)C3=N1,3,-6,1,·,-7,·,-5,-6,5,-1.1,4

# Other results.
SMILES,MC4R antag cAMP,NCOA3 inh,LMP1 NFkB inh,NR2F2 inh,NR5A2 inv ag,SRC2 inh,SRC1 inh,ABHD5 PLIN5 PPI,TLR9-MyD88 block,MC4R barr agon,NOD2 RIPK2 PPI
COCC(=O)Oc1cc(-c2ccc(C)cc2C)c(OC(=O)COC)c(-c2ccc(C)cc2C)c1,30*,-118,-40,-8,-76,-1,-93,-12,-5,-0.3,-2
CCC(C)(C)n1nnnc1C(c1cccs1)N1CCc2ccccc21 (stereo not given),10,-10,-18,23,26,-4,-3,-5,-9,0.4,0
CC1(C(=O)NS(=O)(=O)c2ccc(F)cc2F)CCN1C(=O)C1(c2ccc(Cl)cc2)CC1 (stereo not given),6,11,·,19,20,0,-5,6,·,1.3,-2
COc1cc(C=O)c(-c2c(C=O)cc(OC)c3c2OCO3)c2c1OCO2,-2,-11,-4,4,10,1,-12,-2,12,-0.6,-2
CCOC(=O)c1c(N)sc(C(=O)Nc2ccccc2)c1C,7,-60,-25,-13,-39,-42,-82,-5,8,-3.7,-14
O=C(NC(=S)Nc1ccccc1C(F)(F)F)c1ccccc1F,26,-29,-4,-8,-18,-22,-31,-1,4,-1.4,3
CCOC(=O)CSc1nnc(CNC(=O)c2ccco2)n1C,6,5,9,9,-10,5,6,-1,-5,3.4,-4
Cn1c2c(c(=O)n(C)c1=O)C(NS(=O)(=O)c1ccccc1)(C(F)(F)F)C(=O)N2 (stereo not given),0,-3,-10,6,11,-25,-12,1,9,0.9,3
CCn1cc(CNC(=O)c2cc(-c3cc(OC)ccc3OC)nc3ccccc23)c(C)n1,25,-10,-2,-5,23,2,2,1,3,-0.9,3
O=C(CN1c2ccccc2Sc2ccccc21)N/N=C/c1ccc(Cl)cc1,2,6,-5,-1,-4,-55,-50,0,·,-0.1,-8
C=CCn1c(CC(C)(C)C)nc2ccccc21,1,-3,3,-9,0,1,5,-1,-2,-0.9,-8
CCOC(=O)c1c(C)[nH]c(C(=O)OCC(=O)Nc2cccnc2Cl)c1C,0,5,-14,-7,-11,7,8,-1,4,-3.7,6
Cc1ccc(/C=N/NC(=O)CNC(=O)c2cccs2)cc1,-5,10,-5,-13,-8,-24,-35,1,-3,-2.9,-7
COc1cc(C2=NOC(C(=O)Nc3ccc(C(C)=O)cc3)C2)cc(OC)c1OC (stereo not given),9,-21,-6,-2,-67,-18,-28,7,2,-0.3,1
O=C(NCCCCNC(=O)C(F)(F)F)C(F)(F)F,5,2,3,7,1,-19,-1,-3,-16,-5.0,-3
CN(C)c1ccc(S(=O)(=O)NCC(=O)OCC(=O)Nc2cc(Cl)cc(Cl)c2)cc1[N+](=O)[O-],31*,4,5,3,-7,-4,-5,-5,-3,4.2,11
COc1ccc(OC)c(NC(=O)CSc2nnc(CNC(=O)c3ccco3)o2)c1,6,-9,-7,3,-12,4,-1,-5,-6,1.8,-1
Cc1cc2nc3c(=O)[nH]c(=O)[nH]c3nc2c([N+](=O)[O-])c1N,-28,12,0,-8,7,-31,-5,-8,0,-1.4,-5
CC1(C)Cc2c(cnn2-c2ccccc2)C(NC(=O)c2ccc[n+]([O-])c2)C1 (stereo not given),7,12,-4,3,-20,9,-17,-1,3,1.5,-2
COc1ccccc1N1CCN(/N=C/c2ccc(C(=O)O)cc2)CC1,-3,-120,-32,-32,-96,-72,-98,-8,-17,-1.4,-7
Cc1cc(C)cc(Nc2ncnc3nc[nH]c23)c1,4,-17,-8,10,-20,-16,-21,-3,3,-2.2,5
O=C(NCCS(=O)(=O)NCc1ccccn1)c1ccccc1,-2,4,2,6,5,-16,-3,0,-4,-2.2,1
Cc1ccc(S(=O)(=O)CC(=O)Nc2nc3ccccc3s2)cc1,-3,0,-5,-3,13,-22,1,2,2,0.1,-3
Clc1ccccc1CN(Cc1ccccc1)c1ncnc2nc[nH]c12,2,8,9,-4,6,6,-4,-8,13,7.8,9
CCOC(=O)C1(Cc2ccc(OC)cc2)CCN(C(=O)CCc2cccnc2)CC1,-4,-6,-13,1,-15,6,-5,4,14,0.3,-9
COc1ccc(S(=O)(=O)NC(CC(=O)NCc2ccc3c(c2)OCO3)c2ccco2)cc1 (stereo not given),27,6,-4,-9,2,2,-2,-3,2,-0.1,-6
O=S(=O)(c1ccc(Br)cc1)N1CCN=C1SCc1cccc(F)c1,-4,-6,-10,-8,4,-8,20,6,-4,-0.8,-4
O=C(NC(=S)Nc1cccc(NC(=S)NC(=O)c2ccccc2)c1)c1ccccc1,14,-69,-32,-25,-24,-64,-27,-22,8,-1.0,-2
Cc1ccc(C(O)c2ncc(-c3ccccc3C(F)(F)F)[nH]2)cc1F (stereo not given),7,-24,·,3,-3,-10,6,-1,·,0.1,6
Cc1cccn2c(=O)c3cc(S(=O)(=O)c4ccccc4)c(=N)n(Cc4ccc(F)cc4)c3nc12,11,-1,-13,4,2,8,1,-2,4,-0.1,1
COc1cc(OC)c(OC)cc1CNC(=O)c1ccc(S(=O)(=O)N2CC(C)OC(C)C2)cc1 (stereo not given),13,-6,-2,-3,7,0,11,-7,-7,0.3,-2
CCOC(=O)C(CCCOc1cccc(CC)c1)C(=O)OCC,-1,-1,0,10,14,12,-14,2,7,3.3,-11

# Screening results: PubChem, several laboratories

# An excerpt; count on the stated rates, not on these rows.
